Screening results from PubChem.
HP1b binding inh: HTS for Inhibitors of HP1-beta Chromodomain Interactions with Methylated Histone Tails | Chromobox protein homolog 1 (Homo sapiens), P83916 | Potency, µM (top dose mostly 114 µM), for the others: at the top dose activity change, negative = inhibition, most hits filed as inhibitors | 390,000 tested, 0.56% active | AlphaScreen HP1-beta / biotin-H3K9me3 peptide binding; also: potency is read from the fitted curve at half-maximal effect; nearly all actives have a fitted effect of over 70% in size; inactives centre near 23
Target sequence (P83916 whole entry, looked up): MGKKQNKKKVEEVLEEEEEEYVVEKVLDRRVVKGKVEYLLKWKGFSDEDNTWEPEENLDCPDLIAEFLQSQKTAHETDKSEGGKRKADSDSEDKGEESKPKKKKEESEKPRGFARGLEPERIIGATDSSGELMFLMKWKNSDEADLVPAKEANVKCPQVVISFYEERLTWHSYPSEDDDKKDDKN
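HP1-beta protein (50 nM final) preincubated 30 min at room temperature with biotinylated H3(1-18)K9me3 peptide (50 nM) in PBS pH 7.4, 0.01% Tween-20, then compound added for 30 min. AlphaScreen streptavidin donor/nickel chelate acceptor beads (10 ug/mL final), 30 min dark, luminescence read.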
GLS inh: qHTS for Inhibitors of Glutaminase (GLS); GLS enzymatic activity, qHTS titration; 410,000 tested, 0.21% active; Potency, µM (top dose mostly 45.5 µM), inactives show at the highest dose activity change, negative = inhibition, most hits filed as inhibitors; Glutaminase kidney isoform, mitochondrial (Homo sapiens), O94925; also: potency is read from the fitted curve at half-maximal effect; % is scaled to controls: 0 for no effect and ±100 for the full control effect
Target sequence (O94925 whole entry, looked up, canonical isoform): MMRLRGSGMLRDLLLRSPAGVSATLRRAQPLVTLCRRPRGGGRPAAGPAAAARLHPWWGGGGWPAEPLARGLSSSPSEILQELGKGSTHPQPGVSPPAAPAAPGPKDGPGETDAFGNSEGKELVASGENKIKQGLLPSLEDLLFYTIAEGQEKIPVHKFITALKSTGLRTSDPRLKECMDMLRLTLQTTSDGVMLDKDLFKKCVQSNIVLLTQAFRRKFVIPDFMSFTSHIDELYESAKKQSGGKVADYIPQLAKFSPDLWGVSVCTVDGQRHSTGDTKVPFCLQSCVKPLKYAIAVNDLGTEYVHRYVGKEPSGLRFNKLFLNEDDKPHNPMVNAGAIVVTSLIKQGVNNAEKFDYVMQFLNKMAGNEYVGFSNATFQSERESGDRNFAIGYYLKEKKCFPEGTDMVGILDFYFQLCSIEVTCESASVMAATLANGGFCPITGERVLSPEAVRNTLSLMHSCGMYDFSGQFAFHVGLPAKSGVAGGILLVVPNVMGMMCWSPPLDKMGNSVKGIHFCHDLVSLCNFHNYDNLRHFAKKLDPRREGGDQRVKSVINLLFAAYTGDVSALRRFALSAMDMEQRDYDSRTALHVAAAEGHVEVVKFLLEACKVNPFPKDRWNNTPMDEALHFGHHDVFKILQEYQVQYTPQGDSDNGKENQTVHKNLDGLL
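Glutamate formation by hKGA was monitored fluorometrically using coupled glutamate oxidase, HRP and Amplex Red. Substrate was added as 1 mM L-glutamine solution; incubation was 30 min at RT after an initial read.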
USP1-UAF1 inh: Inhibitors of USP1/UAF1: Primary Screen | 390,000 tested, 0.23% active | recombinant USP1/UAF1, Ub-Rhodamine cleavage fluorescence | AID 743255, 2014 | Potency, µM (series often up to 57.1 µM), without a hit: at the highest dose activity change, negative = inhibition, usual class: inhibitors; also: potency is read from the fitted curve at half-maximal effect; % is scaled to controls: 0 for no effect and ±100 for the full control effect; nearly all actives have a fitted effect of over 60% in size; inactives centre near -12
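Step one: compound is pinned into 1nM USP1/UAF1 in HEPES pH 7.8 buffer with TCEP. Step two: 15 min room-temperature incubation. Step three: Ub-Rho (150nM final) starts cleavage, tracked by fluorescence over six one-minute reads.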
TrxR1 substrate: qHTS Assay for Substrates of Mammalian Selenoprotein Thioredoxin Reductase 1 (TrxR1): qHTS | purified TrxR1 substrate turnover, NADPH consumption readout | Potency, µM (titrated, usually from 114 µM), without a hit: top-dose activity change, negative = substrate turnover | 390,000 tested, 0.01% active | AID 588456, 2011; also: potency is read from the fitted curve at half-maximal effect; % is scaled to controls: 0 for no effect and ±100 for the full control effect; nearly all actives have a fitted effect of over 50% in size
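Rat TrxR1, dispensed at 90 nM, was prereduced with 400 uM NADPH (final) for 5 min at ~22 deg C, then incubated with compound 15 min before 400 uM selenite. A first-read NADPH fluorescence drop versus no-compound background flagged substrates.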
Pin1 inhibitor: qHTS Assay to Find Inhibitors of Pin1 | Peptidyl-prolyl cis-trans isomerase NIMA-interacting 1 (Homo sapiens), Q13526 | Pin1 FP peptide displacement, HiFluor488, 10 min | Potency, µM (top dose mostly 115 µM), for inactives: at the top dose activity, negative = inhibition, actives largely listed as inhibitors | 390,000 tested, 0.009% active; active = well fitted inhibition curve with a large enough effect in the polarisation, with a control signal flat, not every such curve was filed as active; inconclusive = small, poorly fitted or top-dose-only effect, or effect the other way, or a change in a side signal; inactive = no such curve, though single readings can be large or run the other way; the % refers to the polarisation; also: potency is read from the fitted curve at half-maximal effect; % is scaled to controls: 0 for no effect and ±100 for the full control effect
Target sequence (Q13526 whole entry, looked up): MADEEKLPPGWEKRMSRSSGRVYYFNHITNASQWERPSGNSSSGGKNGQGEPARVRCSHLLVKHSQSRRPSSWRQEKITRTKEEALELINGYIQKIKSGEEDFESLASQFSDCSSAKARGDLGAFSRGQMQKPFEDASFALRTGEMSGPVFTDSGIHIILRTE
PI4K2A block: qHTS for small molecular inhibitors of PI4K2A | purified PI4K2A, ADP-Glo luminescence, 1 h; stronger effect = lower value | activity change, negative = inhibition, % at 76.9 µM | 420,000 tested, 0.13% active | Phosphatidylinositol 4-kinase type 2-alpha (Homo sapiens), Q9BTU6; in the data active = activity change below about -50%; inconclusive = mostly about -30% to -49%;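 also: -100% = wells without enzyme as full effect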
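PI4K2A activity was measured by ADP-Glo luminescence: enzyme (4 ug/mL stock) and phosphatidylinositol (1.2 mM stock) in Tris pH 7.5/MgCl2/EGTA/Triton X-100 buffer were reacted with ATP (300 microM stock) for one hour at ambient temperature.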
Tb PGK inh: qHTS Assay to Find Inhibitors of Phosphoglycerate Kinase; Phosphoglycerate kinase, glycosomal (Trypanosoma brucei brucei), P07378; PGK/GAPDH coupled, Kinase-Glo luminescence, 60 min; Potency, µM (series often up to 57.5 µM), without a hit: at the top dose activity change, negative = inhibition, most hits filed as inhibitors; 380,000 tested, 0.043% active; AID 602233, 2012; also: potency is read from the fitted curve at half-maximal effect; % is scaled to controls: 0 for no effect and ±100 for the full control effect; nearly all actives have a fitted effect of over 60% in size
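Recombinant glycosomal PGK reaction used 1,3-bisphosphoglycerate generated in-well by GAPDH (100nM final) in 100mM TEA pH 7.6, 5mM MgCl2, 0.01% Tween-20. After 60 minutes at room temperature, ATP was read by Kinase-Glo Plus luminescence end-point.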
TrxR1 inh: qHTS Assay for Inhibitors of Mammalian Selenoprotein Thioredoxin Reductase 1 (TrxR1): qHTS; Thioredoxin reductase 1, cytoplasmic (Rattus norvegicus), O89049; recombinant rTrxR1, NADPH fluorescence consumption, selenite substrate; Potency, µM (doses to about 114 µM), inactives show top-dose activity change, negative = inhibition, hits mostly inhibitors; 390,000 tested, 1% active; also: potency is read from the fitted curve at half-maximal effect; % is scaled to controls: 0 for no effect and ±100 for the full control effect; nearly all actives have a fitted effect of over 65% in size
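Rat TrxR1 (90 nM in the dispensed reagent) was pre-reduced with 400 uM NADPH for 5 min at room temperature, then incubated with compound for 15 min. After 400 uM selenite was added, NADPH fluorescence (Ex 340/Em 450 nm) was followed for 8 min.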
mIDH1 inhibitor: qHTS for Inhibitors of mutant isocitrate dehydrogenase 1 (IDH1): qHTS. Isocitrate dehydrogenase [NADP] cytoplasmic (Homo sapiens), O75874. IDH1-R132H enzyme, NADPH consumption, diaphorase/resazurin fluorescence. Potency, µM (top dose mostly 76.6 µM), for the others: at the top dose activity change, negative = inhibition, usual class: inhibitors. 390,000 tested, 0.093% active. AID 602179, 2012; also: potency is read from the fitted curve at half-maximal effect; % is scaled to controls: 0 for no effect and ±100 for the full control effect; nearly all actives have a fitted effect of over 65% in size
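IDH1-R132H (0.5 ug/mL dispensed) in pH 7.5 Tris buffer was preincubated 30 min with compound, then given a substrate mix of 0.016 mM NADPH and 2 mM alpha-KG for 80 min at room temperature; remaining NADPH was read by diaphorase/resazurin fluorescence.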
Starred values were filed as active, the others as inactive; i = inactive; ? = inconclusive; . = not tested or not shown; & = joins results of further samples; [ ] = dose if it differs, or a comment. Unless noted, calls follow the shape of the dose curve; as a rule, active = well fitted curve in the direction sought with a large enough effect; inconclusive = small, poorly fitted or top-dose-only effect, or another doubt; inactive = no such curve, though single readings can be large; an effect the other way counts as inactive or inconclusive.

SMILES	HP1b binding inh	GLS inh	USP1-UAF1 inh	TrxR1 substrate	Pin1 inhibitor	PI4K2A block	Tb PGK inh	TrxR1 inh	mIDH1 inhibitor
CCOC(=O)N1CCN(c2c(-c3ccc(C)c(C)c3)c(=O)c2=O)CC1	25%	-13%	-13%	-1%	1%	1	3%	2%	-5%
Cc1ccc(-c2noc(-c3ccccc3NC(=O)C3CC(=O)N(c4cccc(C)c4)C3)n2)cc1 (configuration not stated)	29%	-12%	2%	-7%	?	-6	-3%	-1%	13%
CCn1c(SCC(=O)Nc2oc(-c3ccccc3)c(-c3ccccc3)c2C#N)nnc1-c1ccco1	-12%	18%	-4%	-6%	24%	6	4%	-15%[57.1 µM]	0%
O=C1/C(=C/c2ccco2)SC(=S)N1c1cccnc1	16µM*	11%	4%	-3%	.	-26	?	?	1%
COc1cccc(OCc2cc(C(=O)NC3CCOCC3)no2)c1	26%	1%	-6%	-7%	0%	-1	0%	1%	-2%
Cc1ccc2c(=O)c(C(=O)c3ccc(Cl)cc3)cn(CC(=O)Nc3ccc4c(c3)OCCO4)c2n1	19%	1%	?	-1%	?	1	-17%	22%	-8%
Cc1ccc2nc(C)c(C(=O)N/N=C/c3ccccc3[N+](=O)[O-])cc2c1	34%	-3%	-14%	6%	8%	-2	2%	16%	0%
CCNc1nc(NCC)nc(N(CC)C(N)=S)n1	-4%	-10%	-10%	11%[57.1 µM]	-11%	-2	i	12%[57.1 µM]	0%
Cc1onc(-c2ccccc2Cl)c1C(=O)Nc1ccc(-c2nnc3n2CCCCC3)cc1	13%	15%	-2%	12%[57.1 µM]	3%	-3	-1%	4%[57.1 µM]	-3%
O=C(CSc1nnc(CNC(=O)c2c(F)cccc2Cl)o1)NC1CCCCC1	26%	0%	-21%	-4%	6%	5	-3%	0%	-6%
CCN(CC(=O)NCc1ccc(Cl)cc1)C(=O)CSc1ccccc1F	32%	-7%	-16%	1%	0%	3	i	5%	7%
CCN(CC)C(=S)Sc1c(-c2ccccc2)c2cc(Cl)ccc2[nH]c1=O	-20%	-14%	-11%	-11%	-10%	13	-2%	-17%	3%
O=[N+]([O-])c1ccc(CSc2ncnc3c2ncn3[C@@H]2O[C@H](CO)[C@@H](O)[C@H]2O)cc1	28%	-2%	-18%	7%[57.1 µM]	15%	-1&0	2%	?	-8%
CC(C)(C)OC(=O)N1CCC(c2c(C(=O)Nc3ccc4c(c3)OCCO4)cnn2-c2ccc(Cl)cc2)CC1	62%[activator]	1%	?	0%	9%	0	-5%	4%	17%
COC(=O)c1sc(SC)nc1N	13%	5%	-8%	1%[57.1 µM]	2%	0	5%	9%[57.1 µM]	7%
O=C(N/N=C\c1ccc(F)cc1)c1csnn1	22%	-3%	-20%	-6%[57.1 µM]	-12%	0	-4%	10%[57.1 µM]	9%
CCN(CC)S(=O)(=O)c1ccc(NC(=O)c2ccccn2)cc1	32%[activator]	-2%	1%	-5%	-11%	-8	1%	-2%	-3%
O=C(Nc1ncc2c(n1)CC(c1ccco1)CC2=O)c1ccc(Cl)cc1 (configuration not stated)	2%	14%	-2%	-1%	1%	-5	-8%	-6%	0%
CCN(CC)CCCNC(=O)c1cn(CC(C)C)c(=O)c2c1c1ccccc1n2C	43%&18%[activator]	0%&4%	-21%&-18%	52%&49%[activator]	0%&1%	-2&-4	-6%&-2%	-4%&-15%	-6%&-16%
COc1ccc(CN2CCCC(C(=O)c3ccc(Cl)cc3)C2)cc1Cn1cccn1 (configuration not stated)	8%	14%	-2%	6%[57.1 µM]	4%	1	5%	11%	-10%
CCCCOc1ccc(NC(=S)Nc2cc(C)nc(SCCCC)n2)cc1	36%	-1%	-11%	-3%	4%	-20	-15%	-4%	12%
COc1ccc(-c2cc3ccc(OCc4nn[nH]n4)cc3oc2=O)cc1OC	60%[activator]	.	-24%	9%	-14%	-1	-7%	-17%	6%
O=C(CN1C(=O)COc2ccccc21)NCC1CCCO1 (configuration not stated)	-21%	-16%	-10%	7%	-2%	1	-11%	34%	-3%
CC(C)c1ccc2c(c1)CCC1C(C)(CN)CCCC21C (configuration not stated)	18%	1%	?	4%	-1%	-1	-4%	9%	2%
N=c1c2c(-c3ccccc3)c(-c3ccccc3)n(Cc3ccco3)c2ncn1Cc1ccco1	?	-2%	-12%	-1%	2%	-6	-1%	-20%	-3%
COc1ccccc1CNC(=S)NCc1ccc(Cl)cc1	37%	2%	-22%	-4%	4%	1	-9%	-6%	12%
CC(=O)Nc1cc2c(cc1Br)OCCO2	8%	9%	2%	10%[57.1 µM]	2%	-6	-1%	19%[57.1 µM]	6%
COCCc1nc2ccc(C(=O)N(C)Cc3cccc(-n4cccn4)c3)cc2o1	27%	1%	-2%	-1%	-8%	5	5%	2%	-6%
Cc1ccccc1-c1nc2ccc(Cl)cc2c(=O)n1O	9%	0%	5%	0%	-6%	3	.	19%	7%
Cc1ccc(OCCNC(=O)CCC(=O)N2CCOCC2)cc1	25%	-7%	-10%	-4%[57.1 µM]	0%	-1	i	8%	0%
CCCCN(C(=O)CSCC(=O)Nc1ccc(C)cc1)c1c(N)n(Cc2ccccc2)c(=O)[nH]c1=O	14%	3%	2%	-7%	-3%	2	-1%	7%	-4%
COc1ccc(O)c(/C=N/N2CCOCC2)c1	-10%	?	-7%	-4%	1%	-16	-3%	6%	31%[activator]
O=[N+]([O-])c1ccc(S(=O)(=O)N/N=C/c2ccsc2)cc1	33%	19%	-8%	-13%	1%	0	-9%	-16%	-3%
O=C(Nc1ccccc1)N1CCN(c2ccccn2)CC1	20%	6%	-13%	4%	1%	-3	-7%	-3%	8%
CNC[C@H]1OCc2ccccc2-c2ccccc2C(=O)N([C@H](C)CO)C[C@H]1C	.	7%	6%	.	.	-15	8%	.	-4%
O=c1[nH]c(C2CCN(S(=O)(=O)c3ccc4c(c3)OCCO4)CC2)nc2c1nnn2Cc1ccccc1	2%	-22%	-9%	11%[0.0914 µM]	4%	-2	-8%	18%[57.1 µM]	9%
Cc1cccc(NC(=O)c2ccc(NCCO)c([N+](=O)[O-])c2)n1	6%	-1%	-10%	-9%	0%	-3	-2%	1%	10%
Cc1ccc(CN2CCN(c3ncccn3)CC2)o1	13%	9%	-13%	7%	0%	-2	i	30%	4%
COc1ccc(CCNS(=O)(=O)c2cn(C)c(=O)n(C)c2=O)cc1	38%	0%	-17%	-9%	-9%	-1	-6%	4%[57.1 µM]	-5%
O=C(NCCN1CCOCC1)C(=O)NCC1OCCN1S(=O)(=O)c1ccc(F)cc1 (configuration not stated)	50%[activator]	-1%	-17%	4%	-3%	-2	6%	12%	3%
COc1ccc(CNC(=O)C2CCN(C(=O)c3ccc(-n4ccc5ccccc54)s3)CC2)cc1	6%	3%	-17%	2%[57.1 µM]	22%	-2	i	15%[57.1 µM]	2%
CN1C(C(=O)c2ccccc2)=C(NC(=O)c2ccccc2Br)c2ccccc2S1(=O)=O	25%	5%	-7%	-1%	39%[activator]	-7	2%	10%	-7%
CCOc1ccc(NC(=O)CN(C)C(=O)c2ccc(OCc3ccccc3)c(OC)c2)cc1OCC	-12%	3%	-3%	-7%	-18%	-2	-5%	10%	2%
COc1ccc(OCC(=O)Nc2c(Cl)ccc3nsnc23)cc1	17%	-2%	-8%	-4%	-11%	0	-7%	3%	7%
COc1ccc(/C=C(/NC(=O)c2ccco2)C(=O)N2CCOCC2)cc1	40%[activator]	-4%	-25%	-8%	0%	-3	-15%	-10%	5%
CCc1ccccc1NC(=O)c1ccc(Cn2nc(N3CCN(c4ccccc4)CC3)ccc2=O)o1	5%	16%	-26%	-5%[57.1 µM]	?	-9	3%	5%[57.1 µM]	-13%
CC(=O)N1CCc2[nH]c3ccc(C)cc3c2C1	1%	5%	-23%	2%	?	-5	3%	-14%	-5%
COc1ccc(C(=O)N/N=C/c2c(CO)cnc(C)c2O)cc1	35%	-2%	-10%	67%[activator]	-7%	6	i	35%	5%
COc1ccc(C)c2sc(NC(=O)c3ccc(S(=O)(=O)N(C)C)cc3)nc12	32%[57 µM]	5%	-31%	2%[57.1 µM]	4%	0	2%	17%[57.1 µM]	-1%
O=C(NCC(=O)N1CCN(c2ccccc2F)CC1)c1cccs1	31%	2%	-17%	9%	-4%	-2	3%	20%	3%
COc1ccc(C(=O)CCN2CCC(C)CC2)cc1	48%[activator]	3%	-23%	0%	-2%	17	-3%	0.71µM*	-2%

Not all compounds are listed. The share of hits here may be higher or lower than overall.
